Compound activity from PubChem.
KOR beta-arrestin-1 = KOR agonists, beta-arrestin recruitment, primary screen, cell-based, luminescence, uHTS (AID 1777); KOR beta-arrestin recruitment, luminescence; higher % means a stronger effect; one-dose activation, % at 10 µM; EC50 in µM for titrated hits; hit rate 0.02% among 280,000; in the data active = activation above about 50%, passing the limit was not always enough; also: a part of the inactive calls stands beside numbers as strong as those of hits
KOR beta-arrestin-2 = KOR antagonists, beta-arrestin recruitment, cell-based, luminescence, uHTS (AID 1778); KOR beta-arrestin recruitment, luminescence, antagonist mode; higher % means a stronger effect; hit rate 0.091% among 290,000; inhibition, % at 10 µM, or IC50 in µM where a hit was titrated; in the data active = inhibition above about 50%; also: strong numbers were not always called active
NOD1 inhibition = inhibition of NOD1-driven NF-kB reporter – cell-based, luminescence, uHTS, primary screen (AID 1578); one-dose inhibition, % at 4 µM; EC50 in µM for titrated hits; hit rate 1% among 290,000; NOD1-driven NF-kB luciferase reporter cells, luminescence; higher % means a stronger effect; in the data active = inhibition mostly above about 36%, no sharp cut-off; inactive = mostly below about 34%;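 also: HEK-293T reporter cells stimulated with the NOD1 agonist gamma-tri-DAP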
UTI89 phage lysis = protection from phage-mediated lysis, alamar blue read-out – E. coli UTI89, K1F phage, bacterial capsule biogenesis inhibitors (AID 488966) | E. coli UTI89 K1F phage lysis, alamar blue, 2 h; higher % means a stronger effect | inhibition, % at 100 µM; hits with a dose series show IC50 in µM | hit rate 0.02% among 340,000;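 active = phage lysis inhibition, versus mean bacterial control, above a set limit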;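 also: capsule biogenesis inhibitors block K1F phage lysis so surviving cells raise fluorescence; higher fluorescence means more inhibition of phage lysis; actives were called in the ten point dose series up to 300 µM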
MgcRacGAP inhibition = MgcRacGAP GTPase-activating activity inhibitors, confirmation, biochemical, ADP Hunter fluorescence; MgcRacGAP-stimulated Rac1 GTP hydrolysis, ADP Hunter fluorescence; higher % means a stronger effect; GST-tagged Rac1 F28L mutant substrate; inhibition, % at 30 µM, or IC50 in µM where a hit was titrated; hit rate 0.6% among 340,000;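 active = first-screen hits whose inhibition reached a set limit at any dose in the follow-up dose series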;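 also: fluorescence reports GDP produced by GAP-driven GTP hydrolysis; strong numbers were not always called active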
GPR55 beta-arrestin = GPR55 agonists via beta-arrestin recruitment, primary screen, imaging, U2OS cells, beta-arrestin-GFP redistribution (AID 1961) | U2OS GPR55 beta-arrestin-GFP redistribution imaging; higher % means a stronger effect | activation, % at 10 µM; hits with a dose series show EC50 in µM | hit rate 0.048% among 290,000;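 active = activation above 40% with more than 50 cells counted in the well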;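 also: U2OS osteosarcoma cells stably expressing GPR55 and beta-arrestin-GFP; plate controls were DMSO negative control for no effect and LPI positive control for full effect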
GPR55 LPI antagonism = inhibition of LPI-stimulated GPR55 beta-arrestin translocation – imaging, U2OS, beta-arrestin-GFP, LPI agonist, primary screen (AID 2013) | U2OS GPR55 beta-arrestin-GFP translocation imaging, LPI antagonism; higher % means a stronger effect | one-dose inhibition, % at 10 µM; IC50 in µM for titrated hits | hit rate 0.13% among 290,000;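 active = spots per cell inhibited over 60%, with over 100 cells counted and total cytoplasm intensity under 500,000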;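 also: U2OS cells stably carrying GPR55 and arrestin-GFP stimulated by 5 µM LPI near EC80; imaged beta-arrestin-GFP aggregate spots per cell after agonist stimulation; plate controls were LPI-stimulated DMSO wells for no effect and DMSO wells without LPI for full effect; some results filed as inactive read as strong as hits; confirmed hits need IC50 under 10 µM and bright autofluorescent wells are also inconclusive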
GPR35 antagonists = inhibition of zaprinast-stimulated GPR35 beta-arrestin translocation – imaging, U2OS, beta-arrestin-GFP, zaprinast agonist, primary screen (AID 2058); U2OS GPR35 beta-arrestin-GFP translocation imaging, zaprinast antagonism; higher % means a stronger effect; inhibition, % at 10 µM; hits with a dose series show IC50 in µM; hit rate 0.052% among 290,000;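 active = inhibition of at least 50% with at least 30 cells and total cytoplasm GFP at most 10,000,000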
NTR1 ag = NTR1-driven beta-arrestin-GFP spot formation – imaging, U2OS cells, high content, primary screen (AID 493036). P30989. agonist mode. activation, % at 20 µM. hit rate 0.17% among 330,000;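 active = activation at or above 40% of the spot to cytoplasm intensity ratio, with at least 20 cells analyzed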;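 also: 0% = DMSO without peptide and 100% = 100 nM NTR1 peptide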
Target sequence (P30989 whole entry, looked up): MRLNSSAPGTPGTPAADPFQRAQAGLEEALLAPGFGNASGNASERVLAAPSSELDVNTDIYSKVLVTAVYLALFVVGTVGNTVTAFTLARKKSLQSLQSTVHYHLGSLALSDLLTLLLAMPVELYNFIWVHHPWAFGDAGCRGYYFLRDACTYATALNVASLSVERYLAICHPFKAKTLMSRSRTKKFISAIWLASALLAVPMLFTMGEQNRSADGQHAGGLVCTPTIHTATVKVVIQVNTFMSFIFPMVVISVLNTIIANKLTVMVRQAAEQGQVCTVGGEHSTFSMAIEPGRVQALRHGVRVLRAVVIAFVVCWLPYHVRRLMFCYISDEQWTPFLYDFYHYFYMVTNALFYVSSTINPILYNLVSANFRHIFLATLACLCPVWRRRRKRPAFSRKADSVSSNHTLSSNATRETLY
NTR1 ag cell count 20 µM = also measured in NTR1 ag; calls as there; cell count; measured here: cell count, cytotoxicity flag
* hit, by the source's call; nt = no result given; [ ] = dose if it differs, or a comment.

SMILES	KOR beta-arrestin-1	KOR beta-arrestin-2	NOD1 inhibition	UTI89 phage lysis	MgcRacGAP inhibition	GPR55 beta-arrestin	GPR55 LPI antagonism	GPR35 antagonists	NTR1 ag	NTR1 ag cell count 20 µM
Cc1cc(C(=O)OCC(=O)Nc2sc3c(c2C#N)CCC(C)C3)c2ccccc2n1 (stereo not given)	2.9%	14%	-18%	0.2%	7%	-0.1%	9%	-15%	6.6	90
CCOC(=O)N1CCN(C(=O)c2ccc3c(=O)n(CCc4ccccc4)c(=O)[nH]c3c2)CC1	-4.5%	19%	-21%	0.1%	2%	0.0%	12%	-12%	-0.8	90
Cn1c(CCNC(=O)c2ccco2)nc2cc(NS(=O)(=O)c3ccccc3)ccc21	-5.5%	-5%	4%	0.2%	10%	-0.1%	10%	-8%	0.3	39
OCC1OC(n2cnc3c(NC4CCCCC4)ncnc32)C(O)C1O (stereo not given)	1.1%	-19%	-19%	-1.3%	0%	0.5%	3%	-10%	0.8	90
CCCCCCCCC(=O)N/N=C(\C)c1cccnc1	-6.4%	-17%	-21%	0.0%	7%	-0.3%	-3%	-2%	-1.6	77
Cc1ccc(/C=N\NC(=O)COc2ccc(C)cc2[N+](=O)[O-])cc1	4.1%	4%	-14%	1.2%	6%	1.9%	-1%	2%	-1.1	35
CCOc1ccc(N2C(=O)CC(NCCNc3ccc([N+](=O)[O-])cn3)C2=O)cc1 (stereo not given)	-2.6%	-18%[20 µM]	-19%	0.0%	11%	-0.1%	-2%	5%	0.9	73
Cc1nnc(SCC(=O)Nc2ccc(O)cc2)c2ccccc12	6.5%	-63%	-4%	0.1%	nt	-0.2%	1%	-7%	-0.2	64
COc1ccc(C(=O)NCc2cccnc2)cc1S(=O)(=O)N1CCCc2ccccc21	-4.7%	23%	11%	0.3%	0%	-0.5%	-4%	9%	2.0	65
CC/C(C)=N/NS(=O)(=O)c1ccc(C)c([N+](=O)[O-])c1	6.2%	-27%	-12%	1.2%[50 µM]	8%	0.0%	-6%	4%	-0.4	71
CCc1nnc(NC(=O)c2cccnc2)s1	-6.8%	-6%	-11%	0.2%	4%	0.0%	-5%	12%	-0.2	69
COc1ccccc1NC(=O)NNC(=O)c1ccc2c(c1)NC(=O)C(C)(C)O2	-1.3%	10%	-26%	-0.2%	1%	-0.1%	10%	4%	-1.1	43
COc1ccc(CCNc2oc(-c3ccc(OC)c(OC)c3)nc2P(=O)(OC)OC)cc1OC	-5.4%	4%	-19%	3.3%[50 µM]	9%	-0.2%	-5%	-8%	2.1	59
CCc1ccccc1NS(=O)(=O)c1ccc2c(c1)C(C)(C)C(=O)N2C	0.4%	33%[20 µM]	-24%	-4.5%	9%	-0.3%	2%	14%	20	59
COc1ccc(OC)c(C(O)c2coc3ccc(O)c(CN4CCOCC4)c23)c1 (stereo not given)	2.1%	-16%	-9%	0.0%	8%	0.5%	-7%	11%	-0.4	73
CC(C)(C)NC(=O)CN(C(=O)C1CSC(=O)C1)c1ccccc1F (stereo not given)	3.2%	-7%	-20%	0.1%	11%	0.9%	7%	21%	-0.5	36
Oc1ccc(-c2nccc(-c3ccc(Cl)cc3Cl)n2)cc1	-1.7%	15%	1%	0.2%	1%	0.6%	17%	6%	3.4	52
COc1ccc(-c2nnc(SCC(=O)N3CCCc4ccccc43)o2)cc1OC	-1.3%	32%	-28%	0.0%	1%	-0.1%	-7%	6%	-1.0	44
COc1ccccc1NC(=S)NCCc1c[nH]c2ccccc12	3.4%	-46%	86%*	-0.2%	8%	0.0%	2%	15%	3.6	64
CC(=O)c1cccc(NCC(=O)c2ccc(C)c([N+](=O)[O-])c2)c1	-2.1%	-6%	2%	-0.1%	2%	0.0%	0%	5%	-2.1	98
Cn1c(SCC(=O)N/N=C/c2cccs2)nc2ccccc21	-3.7%	6%	-14%	4.7%	7%	-0.3%	0%	-16%	3.7	74
O=S(=O)(NC1CCCCC1Sc1ncccn1)c1ccc(Cl)cc1 (stereo not given)	16%	-2%	29%	2.3%	4%	-0.2%	2%	-10%	0.8	46
CCN(CC)CCNC(=O)Cn1nc(Cc2ccncc2)c2ccccc2c1=O	1.1%	-9%	-13%	-0.1%	10%	-0.3%	-6%	-8%	0.2	96
O=C(O)CN1C(=O)C(=O)N(Cc2ccc(C(F)(F)F)cc2)C1=O	-2.6%	9%	1%	0.2%	10%	0.0%	-1%	3%	nt	nt
CCOc1cc(C(=S)N2CCC(O)CC2)ccc1OS(=O)(=O)c1ccc(Br)cc1	15%	1%	10%	0.0%	10%	-0.1%	6%	-5%	1.9	65
COc1ccc(C(=O)Cc2nnc(C)s2)cc1	-1.3%	6%	-21%	1.8%[50 µM]	4%	-0.1%	-3%	6%	2.7	60
CCCCN1C(=O)C2C3C=CC(C2C1=O)C1C2C(=O)N(CCCC)C(=O)C2C31 (stereo not given)	-0.5%	2%	16%	2.1%	7%	0.1%	-6%	-17%	1.3	40
O=C(CC(c1ccccc1)c1ccccc1)NCC(O)c1ccc([N+](=O)[O-])cc1 (stereo not given)	0.4%	-28%	26%	-0.2%	3%	0.0%	14%	0%	-0.2	42
COc1ccc(/C(N)=N/OC(=O)Cc2cccs2)cc1OC	9.1%	-13%	-15%	0.8%[50 µM]	5%	0.1%	4%	-7%	-1.8	58
CN(C(=O)CCNC(=O)Cn1cnc2ccccc2c1=O)c1ccccc1F	-0.3%	38%	18%	-0.2%	3%	-0.2%	9%	-6%	-1.8	49
Cc1cc(N)ccc1-c1cc2ccccc2oc1=O	-3.8%	-16%[20 µM]	-49%	2.0%	10%	-0.3%	-8%	-8%	0.1	48
Cc1ccccc1C(=O)N(Cc1nc2ccccc2c(=O)[nH]1)C1CCCC1	nt	-35%[20 µM]	-26%	-1.2%	7%	0.2%	15%	-3%	1.0	38
Cc1ccc(C(=O)CSc2nnnn2-c2ccccc2)o1	-1.8%	0%	-32%	0.3%	10%	0.2%	1%	32%	0.5	44
O=C(C1CCN(S(=O)(=O)c2ccc3ccccc3c2)CC1)N1CCN(c2ncccn2)CC1	0.1%	0%	3%	0.2%	5%	0.0%	1%	0%	-1.2	89
O=C(Nc1ccc(NC(=O)c2cccs2)cc1)c1ccccc1	2.6%	-38%	-55%	-0.3%	-5%	0.1%	-6%	-7%	-1.9	44
COc1ccc2c(c1)cc1n2CCN2CCCN=C12	nt	-49%	36%	0.1%	7%	-0.1%	9%	16%	3.0	44
Nc1ccc(S(=O)(=O)NC2(C(F)(F)F)NC(=O)N(Cc3ccccc3)C2=O)cc1 (stereo not given)	-3.3%	13%	-18%	-0.7%	-6%	0.2%	-2%	-15%	-0.3	52
Cc1ccc(CC2CC(=O)N(c3nc(C)cc(C)n3)C2=O)cc1 (stereo not given)	nt	2%[20 µM]	-30%	0.9%	3%	-0.1%	-8%	0%	0.1	30
CCN(Cc1ccccc1)C(=O)CSc1nc(C)cc(=O)[nH]1	-3.9%	13%	-9%	-0.1%	6%	0.2%	-3%	-6%	0.2	41
O=C(Nc1ccc(Cl)cc1)N1CCC(c2nc(-c3cccs3)no2)CC1	16%	-8%	13%	1.1%	16%	0.2%	-10%	1%	2.4	56
Cc1cc(C(F)(F)F)nn1Cc1n[nH]c(=S)n1-c1ccc(F)cc1	3.5%	16%	9%	3.6%	2%	-0.3%	2%	-7%	1.8	67
CC1CCCN(C(=O)c2ccc(OC3CCN(CCc4ccccc4)CC3)cc2)C1 (stereo not given)	-1.8%	-19%	-10%	0.7%	9%	-0.2%	24%	18%	0.1	52
C=CCn1cnc2scc(-c3ccc(CC)cc3)c2c1=O	-2.1%	37%	16%	1.6%	4%	-0.2%	3%	3%	-2.3	58
Cc1cc(OCC(=O)Nc2ccc(CN3CCOCC3)cc2)c2c(C)c(C)c(=O)oc2c1	-1.7%	12%	-35%	0.5%	11%	-0.1%	18%	-13%	2.6	50
O=C(NCc1ccc2c(c1)OCO2)C1CC(=O)N(C2CCCCCCC2)C1 (stereo not given)	2.5%	26%	13%	0.0%	11%	-2.0%	5%	9%	-1.4	51

Retrieved by structure from the list above (3):
SMILES	KOR beta-arrestin-1	KOR beta-arrestin-2	NOD1 inhibition	UTI89 phage lysis	MgcRacGAP inhibition	GPR55 beta-arrestin	GPR55 LPI antagonism	GPR35 antagonists	NTR1 ag	NTR1 ag cell count 20 µM
O=C(C1CCN(S(=O)(=O)c2ccc3ccccc3c2)CC1)N1CCN(c2ncccn2)CC1	0.1%	0%	3%	0.2%	5%	0.0%	1%	0%	-1.2	89
Cc1ccc(C(=O)CSc2nnnn2-c2ccccc2)o1	-1.8%	0%	-32%	0.3%	10%	0.2%	1%	32%	0.5	44
C=CCn1cnc2scc(-c3ccc(CC)cc3)c2c1=O	-2.1%	37%	16%	1.6%	4%	-0.2%	3%	3%	-2.3	58

(more compounds)
SMILES	KOR beta-arrestin-1	KOR beta-arrestin-2	NOD1 inhibition	UTI89 phage lysis	MgcRacGAP inhibition	GPR55 beta-arrestin	GPR55 LPI antagonism	GPR35 antagonists	NTR1 ag	NTR1 ag cell count 20 µM
CCc1cccc(NC(=O)CCS(=O)(=O)c2ccc(Br)cc2)c1	-0.6%	-10%	-10%	1.0%	4%	0.6%	-3%	6%	0.3	80
CN1/C(=C\C=N\NC(=O)c2cccnc2)C(C)(C)c2ccccc21	-3.8%	11%	-47%	-0.5%	4%	0.1%	2%	10%	-0.1	36
Cc1cc(=O)oc2c(C(=O)/C=C\c3cccs3)c(O)ccc12	-3.0%	16%	-9%	0.4%	9%	-0.3%	1%	-10%	5.0	47
CCOC(=O)c1c(-c2ccccc2)csc1NC(=O)c1ccc(S(=O)(=O)N2CCOCC2)cc1	-0.7%	-13%	10%	-0.1%	0%	-0.2%	-5%	1%	1.0	85
N/C(=N\NC(=O)c1sccc1OCc1ccc(Cl)cc1Cl)c1ccccn1	-1.2%	-61%[20 µM]	-6%	0.4%	2%	-0.1%	-9%	0%	-0.6	20
CCOC(=O)C(=O)/C(C#N)=C/Nc1ccccc1	-0.5%	12%	-4%	0.5%	3%	-0.1%	-8%	8%	1.0	45
O=C(CN1C(=O)NC(c2ccccc2)(c2ccccc2)C1=O)Nc1cccnc1Cl	0.8%	-45%[20 µM]	-24%	-0.3%	5%	-0.1%	-2%	-6%	-0.5	34
COc1cccc(NC(=O)CCC2CCN(Cc3nccs3)CC2)c1	-6.8%	29%	15%	-0.2%	-1%	-0.1%	17%	12%	-0.4	55
CCn1nc(C)c([N+](=O)[O-])c1C(=O)NNC(=O)c1ccc(Cl)cc1	3.3%	-6%	0%	0.2%	1%	0.2%	6%	2%	-1.2	49
Cc1ccc(OCC(O)CNC(C)c2ccccc2)cc1C (stereo not given)	7.8%	-59%	-29%	1.5%	-1%	0.4%	-12%	-10%	2.0	74

Not all compounds are listed. The share of hits here may be higher or lower than overall.
